Growth percent in the NCI-60 one-dose screen (48 h, 10 µM unless noted): 100 = growth as untreated, 0 = no growth, -100 = all killed.
UACC-62 – UACC-62 melanoma | hit rate 5.4% among 81,000 | AID 1794756
HS 578T – HS 578T breast cancer; hit rate 4.1% among 78,000
MCF7 – MCF7 breast cancer | hit rate 6.3% among 82,000
T-47D – T-47D breast cancer | hit rate 5% among 79,000 | AID 1794792
LOX IMVI – LOX IMVI melanoma; hit rate 7.4% among 79,000; AID 1794757
UACC-257 – UACC-257 melanoma; hit rate 4.4% among 78,000
MALME-3M – MALME-3M melanoma; hit rate 5.8% among 78,000
BT-549 – BT-549 breast cancer. hit rate 4.4% among 78,000
* marks the source's active call; other numbers are inactive results; nt = not tested or not shown; & = joins results of further samples; [ ] = remark or other dose. The calls were made as follows: active = growth percent below 10; inactive = the rest.

item	SMILES	UACC-62	HS 578T	MCF7	T-47D	LOX IMVI	UACC-257	MALME-3M	BT-549
1	O=c1oc2cc(Br)ccc2cc1-c1nc2ccccc2[nH]1	93	75	70	72	88	98	96	87
2	O=C1c2ccccc2C(=O)c2c(N=Nc3[nH]c(=S)[nH]c3O)cccc21	32	5.9*	19	22	34	57	45	34
3	C=NNc1ccccc1	50	98	83	91	63	98	126	92
4	O=C(Nc1ccncc1)C(=O)c1cn(S(=O)(=O)c2ccc(Cl)cc2)c2ccccc12	31	14	17	41	43	76	32	39
5	COc1cc2c(cc1OC)C1(NCC2)C(=O)N(Cc2ccc(C)cc2)c2ccccc21 (stereo unspecified)	67	81	83	78	99	91	88	107
6	COc1ccc2nc(-c3ccc(-c4noc(-c5cc(OC)c(OC)c(OC)c5)n4)cc3)[nH]c2c1	100	73	41	84	68	102	-33*	27
7	O=C1CC(c2ccccc2)(c2ccccc2)c2ccccc21	78	102	100	94	91	101	nt	113
8	COc1ccc(CCNC(=S)NN)cc1OC	115	102	94	99	103	108	124	118
9	CC1(C)C(=O)/C(=C\c2cccnc2)C[C@]2(C)[C@H]3CC[C@@H]4[C@H]5[C@H](C(=O)/C=C/c6cccnc6)CC[C@]5(C(=O)O)CC[C@@]4(C)[C@]3(C)CC[C@@H]12	-90*[100 µM]	-0.2*[100 µM]	-42*[100 µM]	-10*[100 µM]	-69*[100 µM]	-52*[100 µM]	-74*[100 µM]	-32*[100 µM]
10	Nc1ccccc1SCc1cc2cc(Cl)ccc2[nH]c1=O	82	94	90	86	87	107	87	93
11	COc1cccc(-c2nn(-c3ccccc3)cc2-c2ccnc(N3CCN(C(=O)Nc4ccccc4)CC3)c2)c1	86	77	84	77	78	96	97	101
12	COc1ccc(NC=O)cc1	97	119	93	87	107	100	101	101
13	Cc1ccc(/C=C/C(=O)c2ccc(C)cc2)cc1	98	122	74	91	58	98	89	94
14	COc1ccc2c(c1)c(-c1cc(N)n3nc(-c4cn(C)c5ccccc45)cc3n1)cn2C	-58*	-21*	-61*	-57*	-87*	-68*	-77*	-22*
15	O=C(O)c1ccccc1Nc1cccc(Cl)c1	102	116	100	94	96	99	101	107
16	Nc1ccc(Br)cc1[N+](=O)[O-]	102	101	84	101	101	92	131	98
17	CCCC(CCC)(C(N)=O)C(=O)O	106	106	109	111	93	102	111	99
18	N=c1n(CCN2CCCCC2)c2ccccc2n1CC(=O)c1ccc(Cl)c(Cl)c1	111	105	97	96	98	104	92	99
19	CCOC(=O)c1c(NC(=O)NC(C)(C)C)sc2c1CCCC2	79	80	89	85	90	100	108	62
20	Cc1cc(N/N=C/c2nc(-c3ccccc3)oc2C)c2cc(Br)ccc2n1	88	86	46	76	-32*	102	95	93
21	CC(C)CSc1nc(NN)c(C#N)c(-c2ccc(F)cc2)n1	56	78	74	67	54	105	96	85
22	O=C(NS(=O)(=O)c1ccc(Cl)cc1)n1cc(-c2ccncc2)c(-c2ccc(Cl)c(O)c2)n1	15	73	97	80	56	42	15	99
23	O=C(Nc1ccc(-c2nc(-c3cccc(O)c3)c(-c3ccnc(Br)c3)[nH]2)cc1)c1ccccc1	22	-24*	0.4*	-6.8*	3.3*	46	17	41
24	COc1ccc(-c2cncnc2N)cc1OC	112	107	103	-96*	99	111	111	99
25	N#Cc1c(N)cc(N)n(-c2nc3ccccc3[nH]c2=O)c1=O	106	96	84	94	89	98	100	105
26	CCc1c(C(=O)N[C@@H]2c3cc(Cl)ccc3CC[C@H]2O)[nH]c(C)c1C(C)=O	47	50	38	58	18	74	84	75
27	CCN(CCO)C(C(=O)c1ccccc1)c1ccc(Cl)cc1 (stereo unspecified)	90	101	97	72	92	96	114	109
28	CCSC(=O)n1ncc2cc(Cl)ccc21	99	94	91	91	106	nt	117	101
29	CC1(CN2CCCC2)CCC(NC(=O)C(c2ccccc2)c2ccccc2)C(C)(C)O1 (stereo unspecified)	105	110	97	96	94	100	111	100
30	CCc1ccc(N(C(=O)C2CC2c2ccc(F)c(F)c2)C(C(=O)NC(C)(C)C)c2cc3cc(Br)ccc3nc2Cl)cc1 (stereo unspecified)	84	99	90	88	90	100	109	95

Remaining list, next part
item	Structure	UACC-62	HS 578T	MCF7	T-47D	LOX IMVI	UACC-257	MALME-3M	BT-549
31	CCOC(=O)[C@H](Cc1ccccc1)NC(=O)[C@H](Cc1ccccc1)NCc1cccc(O)c1	88	99	90	77	85	81	102	99
32	O=C(O)c1ccccc1C(=O)c1ccc(F)cc1	101	99	97	95	99	121	105	114
33	CC(O)Cn1cnc2c1c(=O)n(C)c(=O)n2C (stereo unspecified)	100	nt	93	86	87	106	110	84
34	C=CCn1c(SCC(=O)c2ccccc2)nnc1-c1cc(-c2ccc(S(C)(=O)=O)cc2)nc2ccccc12	88	92	91	91	93	106	89	100
35	CC1=C2[C@H]3OC(=O)[C@@H](CN4CCOCC4)[C@@H]3CC[C@@](C)(O)[C@@H]2CC1=O	106	112	81	113	98	77	99	108
36	COc1ccc(NC2=C(Br)C(=O)C(C)=C(C)C2=O)cc1OC	88	98	72	-8.5*	74	96	117	112
37	COc1cc(Nc2nc(C3CC3)cs2)cc(OC)c1OC	69	90	90	84	89	103	102	97
38	CCCOC(=O)c1ccc(OCC)cc1	104	106	97	97	93	103	90	105
39	Cn1cc(-c2ccc3c(c2)ncn3-c2ccc(CC(=O)Nc3cc(C(C)(C)C)on3)cc2)cn1	35	-7.5*	27	35	13	67	26	31
40	CCCCCOCC#N	93	95	94	91	100	100	127	109
41	CCCCNC(=S)Nc1ccc(OCc2nc3ccccc3[nH]2)cc1	38	92	47	45	nt	84	78	66
42	C[C@H](Oc1ccc(C(=O)NS(=O)(=O)C(C)(C)C)cc1C(F)(F)F)c1ccc(Oc2ccccc2)cn1	93	111	101	101	nt	94	87	98
43	Nc1n[nH]c2ccc([C@@H]3Nc4ccc5[nH]ncc5c4[C@H]4[C@H]5CCC(C5)[C@H]43)cc12	40	5.8*	19	74	15	69	52	nt
44	O=[N+]([O-])c1ccc(F)c(C(F)(F)F)c1	104	113	85	112	103	107	128	nt
45	CNC(=O)NCC1OC(n2cnc3c(NC(=O)Nc4ccccc4)ncnc32)C2OC(=O)CC12 (stereo unspecified)	99	105	98	92	63	125	100	100
46	CCCC1(C(=O)OCC)CCCCC1=O (stereo unspecified)	109	113	88	118	103	120	113	nt
47	Cc1ccccc1Nc1nc2nonc2nc1Nc1cccc(C)c1C	23	73	43	16	54	nt	79	52
48	COc1cc2oc(-c3cccc(NC(=O)[C@@H](N)CO)c3)cc(=O)c2c(OC)c1OC	97	118	101	107	107	107	100	111
49	COc1cc(OC)c([C@@H]2Nc3cc(-c4cc(OC)c(OC)c(OC)c4)ccc3O[C@H]2CO)c(OC)c1	89	87	96	89	94	128	103	118
50	C/C(=N\NC(=S)Nc1ccc(C)cc1)c1sc(Nc2cccc(Cl)c2)nc1C	85	97	76	95	87	110	111	94
51	COc1ccc(C2=NOC(C(=O)N(CCO)CCO)C2)cc1OC1CCCC1 (stereo unspecified)	93	99	90	nt	101	103	108	96
52	COC(CN1CCN(C)CC1)(c1ccccc1)c1ccccc1	100	91	100	87	93	109	96	102
53	O=C(c1c[nH]c2ccccc12)c1n[nH]c(=S)n1Cc1ccccc1	92	92	86	77	95	123	109	114
54	O=C1NC(=O)C2(CCCc3ccccc32)N1 (stereo unspecified)	106&106	104&100	94&100	99&119	98&106	84&105	101&105	96
55	COc1ccc(-c2nc3ccc(Cc4ccc5nc(-c6ccc(OC)cc6)[nH]c5c4)cc3[nH]2)cc1	38	73	-14*	21	16	-20*	-13*	85
56	O=C(O)Cc1ccc(C2CCCCC2)cc1	109	120	103	99	nt	106	129	119
57	Cc1cccc(Nc2ncnc3oc(C)c(C(=O)NCCO)c23)c1	83	100	95	84	93	nt	109	91
58	CC(C)[C@@H](NS(=O)(=O)N(c1cccc(F)c1)C1CCN(Cc2ccc(O)cc2)CC1)C(=O)O	100	120	88	98	96	86	141	209
59	CC(=O)c1nn(-c2ccc(Cl)cc2)cc1C(=O)c1cc2c(ccc3ccccc32)oc1=O	84	119	85	105	90	99	nt	112
60	Cc1c(O)n2ncnc2[nH]c1=O	107	124	105	96	99	99	91	110
61	Cc1cc(N2CCN(CC(=O)Nc3ccc4c(ccn4Cc4ccccc4)c3)CC2)nc(N2CCOCC2)n1	68	83	80	60	88	80	86	82
62	COc1ccccc1CNCCCN1C(=O)c2ccc3c4c(ccc(c24)C1=O)C(=O)N(CCCNCCCNCCCN)C3=O	102	102	89	89	91	106	nt	103
63	Nc1ccc(/C=N/Nc2ccnc3c(O)cccc23)c2cccnc12	95	64	32	98	-73*	105	101	80
64	Cc1nc(Nc2ccccn2)sc1C(=O)CC(SCC(=O)Nc1ccc(Cl)cc1)c1ccccc1F (stereo unspecified)	-11*	4.3*	13	-7.3*	-22*	37	28	24
65	O=C(Nc1cccc(Cl)c1)Nc1nc2ccccc2s1	60	97	52	57	82	90	60	109
66	Cc1ccc(C2SCC(=O)N2NC(=O)C(O)(c2ccccc2)c2ccccc2)cc1 (stereo unspecified)	74	102	137	91	83	103	92	96
67	COc1cc(C(=O)NN=C2c3ccccc3-c3ccccc32)cc(OC)c1OC	44	51	12	38	29	38	44	43
68	COc1cc(Cc2cnc(N)nc2N)cc(OC)c1OC	99	105&109	101&111	100	97&101	114&112	99&112	98&102
69	Cc1c(C(=O)N[C@H]2CCCN(Cc3ccccc3)C2)[nH]c2ccc(Cl)cc2c1=O	101	104	106	82	108	84	97	108
70	C[C@H](c1nc2ccccc2s1)[C@H]1CC[C@H]2[C@@H]3CCC4=CC(=O)CC[C@]4(C)[C@H]3CC[C@]12C	76	90	88	73	87	87	96	100
71	CCOC(=O)c1c[nH]c2cc(Cl)ccc2c1=O	105	89	90	94	103	103	97	98
72	Cc1ccc(Nc2n[nH]c(=S)s2)c(C)c1	105	101	95	93	101	100	109	104
73	CCOP1(=O)OCCN(C)c2oc(-c3ccc(C)cc3)nc21 (stereo unspecified)	102	98	92	87	104	104	100	109
74	O=C(CCCCCCN1CC(=O)N2[C@@H](C3CCCCC3)c3[nH]c4ccccc4c3C[C@H]2C1=O)NO	35	70	52	44	-3.3*	54	37	81
